MT stabilize HCS: microtubule stabilizers in HeLa cells, primary screen, imaging, high-content imaging. HeLa tubulin immunostaining HCS, 24 h; share of cells brighter than vehicle mean+2SD. % tubulin-high responders, % at 10 µM. hit rate 0.83% among 200,000. AID 2205, 2009;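 active = plate Z-score above 3 for both tubulin-high and condensed-nucleus cell shares, with cell loss under 80%, at 10 µM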;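 note: anti alpha tubulin signal scored within the nucleus-defined area of each cell; some results filed as inactive read as strong as hits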
bCat nuc transl: modulators of beta-catenin nuclear translocation, primary screen, imaging, HeLa cells, immunofluorescence, high-content; hit rate 0.3% among 190,000; AID 1665, 2009; nuclear translocation activity, % at 5 µM;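 active = nuclear translocation activity above 50% at 5 µM, with a well cell count of 50 or more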;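 note: per-cell ratio of nuclear to cytoplasmic median beta-catenin stain intensity; plate controls were DMSO negative control for no effect and GSK-3 inhibitor IX positive control for full effect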
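assay system = human HeLa cells, endogenous beta-catenin | times = compound treatment 24 h, 37°C, 5% CO2 | detection = Anti-beta-catenin immunofluorescence on PFA-fixed, Triton-permeabilized cells, DAPI nuclei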
M17LAP inhibition: P. falciparum M17LAP inhibitors, primary screen, biochemical, fluorogenic H-Leu-NHMec substrate, 1536-well (AID 1619); one-dose inhibition, % at 30 µM; IC50 in µM for titrated hits; recombinant M17LAP, H-Leu-NHMec fluorogenic kinetic assay; higher % means a stronger effect; hit rate 0.38% among 220,000; Leucine aminopeptidase (Plasmodium falciparum (isolate 3D7));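 active = compound inhibiting the enzyme by more than half at any dose during confirmatory dose-response retesting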;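 note: plate controls were full reaction with DMSO carrier for no effect and no enzyme background for full effect; strong numbers were not always called active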
NOD2 inhibition: NOD2 signaling inhibitors, cell-based, luminescence, uHTS, HEK293 (AID 1566); HEK293 NOD2/NF-kB luciferase reporter, luminescence; higher % means a stronger effect; one-dose inhibition, % at 4 µM; EC50 in µM for titrated hits; hit rate 0.63% among 290,000; in the data active = inhibition above about 50%; note: many of its hits are not listed in these tables
Yfh1-off respiration: enhancers of respiration in Yfh1-depleted yeast, dose response, Friedreich's ataxia, plus single-dose screen (AID 1465); hit rate 0.074% among 220,000; one-dose fold induction at 50 µM; EC50 in µM for titrated hits; S. cerevisiae Yfh1-off respiration, WST-1 reduction, 72 h; higher fold induction means a stronger effect;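 active = fold induction of absorbance versus untreated yeast above a set limit, then at least 30% activation at any dose in follow-up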;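 note: activators that raise dye reduction in frataxin-depleted yeast; strong numbers were not always called active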
NOD1 inhibition: NOD1 signaling inhibitors, primary screen, cell-based, luminescence, uHTS (AID 1578) | one-dose inhibition, % at 4 µM; EC50 in µM for titrated hits | NOD1-driven NF-kB luciferase reporter cells, luminescence; higher % means a stronger effect | hit rate 1% among 290,000; in the data active = inhibition mostly above about 36%, no sharp cut-off; inactive = mostly below about 34%;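 note: HEK-293T reporter cells stimulated with the NOD1 agonist gamma-tri-DAP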
Autophagy mod: autophagy modulators in MEF cells, primary screen, imaging, high-content, MEF GFP-LC3 | hit rate 0.98% among 190,000 | AID 463193, 2010 | calls only at 10 µM (by protocol) | MEF GFP-LC3 puncta imaging; test concentration mostly 10 µM;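 active = percentage of spot-positive cells more than 3 SD above its plate mean, without a fluorescence outlier flag or 80% toxicity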;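 note: spot-positive cell cutoff set from DMSO-treated cells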
Dynein transport: inhibitors of GR-EGFP nuclear translocation, primary screen, dynein cargo transport inhibitor project, imaging, high-content, 3617.4 mouse cells; test concentration mostly 20 µM; stimulated with dexamethasone, 1 µM; hits give low values; z-score, hits read low; hit rate 0.47% among 220,000;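 active = plate z-score of nuclear minus cytoplasmic receptor signal below a set negative limit, without overly bright fluorescence or cell loss, cut at about -3.5 in these data, passing the limit was not always enough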;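 note: z-score of nuclear minus cytoplasmic ring GR-EGFP intensity difference per well; some compounds called inactive have numbers as strong as hits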
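Medium: Induction medium lacking tetracycline, stripped serum | Probe or stimulus: 1.0 µM final dexamethasone stimulus | Schedule: 48 h induction, then 1 h compound, then 30 min agonist, 37 °C | Signal: Automated 10x imaging of fixed Hoechst-stained cells | Evaluation: Per-cell GR-EGFP intensity, nucleus versus surrounding cytoplasmic ring, well-averaged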
Insulin prom up: insulin promoter activators in MIN6 cells, imaging, high-content screening, mouse beta cells; MIN6 insulin promoter-GFP reporter; hits give high values; z-score at 5 µM; hit rate 0.3% among 190,000; AID 1625, 2009;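 active = z-score above 3 at 5 µM with at least 500 cells counted in the well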
Dynein transport cytoplasmic EGFP: further read-out of Dynein transport, marked with its call; z-score; measured here: cytoplasmic GR-EGFP intensity; hits give high values
Dynein transport nuclear GR-EGFP: also measured in Dynein transport; calls as there; z-score; measured here: nuclear GR-EGFP intensity;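 lower value marks the stronger effect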
Dynein transport cell count: further read-out of Dynein transport, marked with its call; z-score; measured here: cell count per field
Insulin prom up cell count: recorded beside Insulin prom up, whose call it bears; cell count; measured here: cytotoxicity, nuclei count;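 total cells summed across four imaged fields per well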
bCat nuc transl cell count 5 µM: further read-out of bCat nuc transl, marked with its call; cell count; measured here: cell count, cytotoxicity flag
MT stabilize HCS Hoechst-high %: second read-out of MT stabilize HCS, no call of its own (marks repeat the call); % Hoechst-high responders; measured here: nuclear condensation Hoechst responders;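 share of cells brighter than vehicle mean plus two SD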
MT stabilize HCS cytotoxicity %: also measured in MT stabilize HCS; calls as there; toxicity, %; measured here: cytotoxicity by cell density;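 0% = mean cell density of plate MIN control wells and 100% = no cells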
Autophagy mod cell loss 18 h: further read-out of Autophagy mod, marked with its call; toxicity, %; measured here: cell loss, nuclei count;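 cell loss after 18 h compound exposure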
* = called active by the depositor; i = inactive; / = no result given.

SMILES	MT stabilize HCS	MT stabilize HCS Hoechst-high %	MT stabilize HCS cytotoxicity %	bCat nuc transl	bCat nuc transl cell count 5 µM	M17LAP inhibition	NOD2 inhibition	Yfh1-off respiration	NOD1 inhibition	Autophagy mod	Autophagy mod cell loss 18 h	Dynein transport	Dynein transport cytoplasmic EGFP	Dynein transport nuclear GR-EGFP	Dynein transport cell count	Insulin prom up	Insulin prom up cell count
CC(C)(Oc1ccc(Cl)cc1)C(=O)OCn1nnc2ccccc2c1=O	3.0	3.5	8.3	-1.1	1120	-2%	1%	i	27%	i	6	-1.7	-0.25	-0.83	1.1	3	1835
O=C(CN1C(=O)NC(CCc2ccccc2)C1=O)NC1CC1 (stereo not given)	1.0	1.5	4.8	-0.7	1056	14%	16%	i	-10%	i	0	0.55	-0.23	0.18	0.63	0.12	1294
CCOC(=O)c1ccccc1NC(=O)COC	1.7	1.5	6.4	/	/	-6%	-11%	i	-5%	i	-5	0.5	-0.15	0.34	-0.49	-1.1	1259
COc1ccc(OC)c(/C=N/NC(=O)C(=O)NCc2cccnc2)c1	3.8	1.1	2.7	-1.9	1041	-11%	-8%	i	-37%	i	7	-0.81	-0.38	-0.35	1.8	0.26	1603
CCOC(=O)C1(Cc2ccc(O)cc2)NC(c2ccccc2F)C2C(=O)N(C)C(=O)C21 (stereo not given)	4.1	3.2	3.8	/	/	3%	3%	i	11%	i	1	-1.3	-0.035	-0.41	0.55	/	/
CCN1CCN(CC(O)COc2ccc(Cl)cc2)CC1 (stereo not given)	1.0	0.9	1.5	3.0	1036	-6%	9%	i	20%	i	-5	-0.38	-0.34	-0.11	0.24	-0.09	855
c1ccc(CN2CCN(c3nc4ccccc4c4ccccc34)CC2)cc1	1.4	1.2	4.5	/	/	3%	-6%	i	-4%	i	5	-0.92	-0.18	-0.33	0.31	/	/
C(=C\c1ccco1)/c1ccc2ccccc2n1	/	/	/	0.5	1274	9%	-134%	i	-7%	/	/	-0.98	-0.054	-0.41	-0.5	/	/
Cc1cc(C)n(-c2ncc3c(n2)N(C)CCOC3=O)n1	/	/	/	0.6	1273	17%	13%	i	-1%	/	/	-0.14	-0.3	0.5	0.31	-0.77	1166
COC(Cc1n[nH]c(=S)n1-c1ccccc1)OC	2.2	1.1	0.7	5.9	1389	-7%	15%	i	39%	i	-5	-0.49	-0.21	-0.4	0.33	0.81	1601
CCOc1cc2c(cc1OCC)C(c1ccc(OC)c(OC)c1)N(c1ccc(C(=O)O)cc1)C(=O)C2 (stereo not given)	5.0	4.0	11	-5.6	1082	-6%	-1%	i	-26%	i	-2	0.0074	-0.22	0.67	0.21	1.1	1660
CC1(C)Cc2nc(Cl)c(C#N)cc2CO1	3.3	1.1	0.1	0.2	1602	-2%	-8%	i	-29%	i	-14	1.6	0.055	0.91	-1.6	0.88	1325
O=[N+]([O-])c1ccccc1Oc1ccc(Cl)c2cccnc12	1.2	1.6	9.4	4.9	1062	-8%	8%	i	-25%	i	13	1.4	-0.0089	0.84	-0.9	0.39	1226
COc1ccc(-c2nnc3n2N=C(c2ccccc2)CS3)cc1OC	/	/	/	-2.0	1183	/	1%	/	-13%	/	/	/	/	/	/	0.09	1282
NC(=O)CSc1ccc(Br)cc1	2.5	3.4	6.8	/	/	-3%	3%	i	-6%	i	4	-0.49	-0.16	0.038	1.2	-0.07	1279
CN(C)CCCNc1ncnc2sc(-c3ccccc3)cc12	/	/	/	1.0	1189	12%	-14%	i	2%	/	/	-0.59	-0.24	0.11	0.35	-0.64	940
CCC(C)NC(=O)c1n[nH]c(=O)c2ccccc12 (stereo not given)	4.7	3.5	11	/	/	-13%	/	i	/	i	9	-0.24	-0.24	-0.025	0.6	/	/
O=C(c1cnc2nc3ccccc3n2c1)c1cc(F)ccc1O	5.6	2.5	0.0	-2.4	1020	0%	-14%	i	-39%	i	16	-0.29	-0.26	-0.18	0.7	1.1	1351
Oc1ccc(-c2cccc(-c3ccc(O)cc3)n2)cc1	4.4	4.2	7.1	-1.3	1216	1%	16%	i	12%	i	-4	-0.73	-0.19	-0.12	0.08	/	/
O=C(CC1C(=O)NCCN1Cc1cccc(Oc2ccccc2)c1)NCCCn1cccn1 (stereo not given)	4.8	3.0	0.8	-2.3	1201	-1%	-16%	i	-34%	i	14	-0.64	-0.27	-0.32	0.41	0.15	1269
C=CCn1c(C)cc(-c2csc(N)n2)c1C	3.3	1.4	5.8	0.4	1162	3%	18%	i	18%	i	-7	2.3	-0.23	1.9	-0.52	-0.84	762
Cc1ccc(NC(=O)CS(=O)CC(=O)Nc2ccc3c(c2)OCO3)cc1Cl (stereo not given)	3.6	3.2	8.7	-5.6	917	-6%	-2%	i	-14%	i	-4	-0.35	-0.33	-0.098	0.42	-0.33	1145
CSCCC(NC(=O)C12CC3CC(CC(C3)C1)C2)C(=O)OCC(=O)c1ccccc1 (stereo not given)	5.8	1.0	4.8	-0.2	1075	-3%	11%	i	4%	i	10	-0.19	-0.096	0.063	-0.89	0.61	1665
O=C(CCC(=O)N1CCN(C(=O)c2ccco2)CC1)c1ccc(F)cc1	3.5	3.3	7.0	-6.2	1199	-1%	3%	i	-28%	i	5	0.95	-0.29	0.75	-0.51	-0.23	1209
CCC1(C)C(Nc2c(C)cccc2C)=NC(=S)N1c1ccc(NC(C)=O)cc1 (stereo not given)	3.5	3.3	8.5	0.6	1066	-5%	-20%	i	-7%	i	2	0.43	-0.18	0.46	-0.64	-0.19	1519

Brought forward from above: 3 entries, then new ones.
SMILES	MT stabilize HCS	MT stabilize HCS Hoechst-high %	MT stabilize HCS cytotoxicity %	bCat nuc transl	bCat nuc transl cell count 5 µM	M17LAP inhibition	NOD2 inhibition	Yfh1-off respiration	NOD1 inhibition	Autophagy mod	Autophagy mod cell loss 18 h	Dynein transport	Dynein transport cytoplasmic EGFP	Dynein transport nuclear GR-EGFP	Dynein transport cell count	Insulin prom up	Insulin prom up cell count
CSCCC(NC(=O)C12CC3CC(CC(C3)C1)C2)C(=O)OCC(=O)c1ccccc1 (stereo not given)	5.8	1.0	4.8	-0.2	1075	-3%	11%	i	4%	i	10	-0.19	-0.096	0.063	-0.89	0.61	1665
O=C(CCC(=O)N1CCN(C(=O)c2ccco2)CC1)c1ccc(F)cc1	3.5	3.3	7.0	-6.2	1199	-1%	3%	i	-28%	i	5	0.95	-0.29	0.75	-0.51	-0.23	1209
CCC1(C)C(Nc2c(C)cccc2C)=NC(=S)N1c1ccc(NC(C)=O)cc1 (stereo not given)	3.5	3.3	8.5	0.6	1066	-5%	-20%	i	-7%	i	2	0.43	-0.18	0.46	-0.64	-0.19	1519
COc1cc(CCC(=O)OCC(=O)Nc2ccccc2OC(F)F)cc(OC)c1OC	2.0	2.0	0.9	1.2	1049	-8%	13%	i	-37%	i	6	-0.37	-0.1	-0.082	-0.26	-0.67	1294
COC(=O)c1cccc(NC(=O)/C=C/c2cccc([N+](=O)[O-])c2)c1	2.7	1.6	4.8	-1.1	1344	-8%	-1%	i	36%	i	-2	-0.49	-0.17	-0.35	0.12	-0.13	1536
O=C(NN(C(=O)c1ccccc1)c1ccccc1)c1ccccc1	/	/	/	-1.5	1137	9%	24%	i	-5%	/	/	1.1	-0.23	0.41	-0.43	0.26	1417
CC(C)(CO)CNC(=O)CCc1nnc(Cc2ccc(-c3ccccc3)cc2)o1	5.5	1.8	8.0	0.0	1580	-1%	13%	i	-29%	i	1	-0.33	-0.26	-0.4	-0.69	0.51	1447
O=c1cc(-c2cccnc2)oc2c1ccc1ccccc12	/	/	/	0.0	1317	7%	-7%	i	2%	/	/	-0.94	-0.71	-0.8	-0.22	-0.35	1051
CCCC1=C(C(=O)OCC)C(c2cccs2)C(C#N)=C(N)O1 (stereo not given)	3.3	2.9	8.6	/	/	-13%	-1%	i	4%	i	-2	0.58	0.03	0.56	-0.6	0.5	814
CCN(CCCNC(=O)CNC(=O)Cn1cnc2ccccc2c1=O)c1ccccc1	3.5	1.5	4.7	-0.9	1036	0%	-2%	i	/	i	2	2.4	-0.035	1.1	-2.3	0.04	1226
Cc1cc(-c2nc3ccccc3o2)c2ccccc2n1	7.2	3.8	4.3	-1.7	718	-5%	2%	i	-36%	i	-3	-0.33	-0.18	0.035	0.08	-0.16	1339
O=C(CCN1CCN(C(c2ccccc2)c2ccccc2)CC1)N/N=C/c1ccc(O)cc1O	9.7	2.0	22	0.3	1075	0%	11%	i	-26%	i	23	-0.62	-0.17	-0.42	-0.27	-1.2	1297
CC(C)=NOc1nc(N2CCOCC2)nc(N2CCOCC2)n1	/	/	/	0.4	1124	-6%	7%	i	-1%	/	/	-0.18	-0.24	-0.2	0.76	0.36	1502
COc1cc(C#N)c(N=C(SCC#N)N2CCOCC2)cc1OC	2.6	1.9	0.6	-4.8	1137	-7%	8%	i	-18%	i	-3	0.091	-0.25	0.74	-0.42	0.29	1631
CCOC(=O)Cc1csc(NS(=O)(=O)c2ccc3c4c(cccc24)C(=O)N3CC)n1	1.1	2.5	6.0	-8.4	998	30%	1%	i	-20%	i	14	0.5	-0.28	1.1	0.0087	0.21	1500
COc1ccccc1NC(=O)Cn1cnc2sc(C(=O)NCc3ccco3)c(C)c2c1=O	3.8	3.0	8.5	1.5	1134	-8%	11%	i	-7%	i	1	-0.23	-0.18	-0.15	0.55	0.75	1213
O=C(Nc1cccnc1)c1ccc(Oc2ccccc2)cc1	2.2	1.2	42	0.2	1033	-4%	-139%	i	-61%	i	0	-1.1	-0.032	-0.33	0.12	-0.16	1769

Bioassay records (PubChem)

These rows are one share of the data, so the mix of outcomes need not match the whole.
